TbMetRS inhib – T. brucei MetRS inhibitors, primary screen, biochemical, luminescence | purified T. brucei MetRS, ATP depletion, Kinase-Glo luminescence | inhibition, % at 11.9 µM | 360,000 tested, 0.4% active;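 active = inhibition above a per-plate cutoff of the control wells' mean inhibition plus 3 SD, cut at about 5.5% in these data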;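 also: 0% = DMSO wells median and 100% = median of wells with control inhibitor compound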
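Dosing: 11.9 µM compound single dose, 0.9% DMSO; Assay system: purified T. brucei MetRS enzyme; Measured by: Kinase-Glo luciferase luminescence reporting remaining unconsumed ATP; Schedule: 15 min plus 2 h at 25 °C.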
Rpn11 inh – Rpn11 (PSMD14) deubiquitinase inhibitors, primary screen, biochemical, fluorescence polarization, uHTS; 26S proteasome non-ATPase regulatory subunit 14 (Homo sapiens), O00487; human 26S proteasome, Ub4-pepOG fluorescence polarization; 20S core pre-blocked with epoxomicin; calls only at 20 µM; 360,000 tested, 0.59% active; AID 588493, 2011;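 active = inhibition at 20 µM, scaled to each plate's controls, above about 33%, limit read from the data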
Target sequence (O00487 whole entry, looked up): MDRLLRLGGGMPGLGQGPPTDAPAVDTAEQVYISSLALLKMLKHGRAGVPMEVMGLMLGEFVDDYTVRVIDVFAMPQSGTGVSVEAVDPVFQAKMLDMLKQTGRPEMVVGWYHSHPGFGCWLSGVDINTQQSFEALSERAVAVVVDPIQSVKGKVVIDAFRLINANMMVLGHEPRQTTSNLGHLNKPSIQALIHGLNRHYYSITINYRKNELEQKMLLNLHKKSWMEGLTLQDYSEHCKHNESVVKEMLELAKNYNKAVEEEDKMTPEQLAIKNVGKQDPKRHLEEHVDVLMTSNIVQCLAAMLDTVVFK
CSN inh – inhibitors of CSN-mediated cullin deneddylation, primary screen, biochemical, fluorescence polarization, uHTS; Purified CSN, SCF-Nedd8-OG deneddylation; COP9 signalosome complex subunit 5 (Homo sapiens), Q92905; inhibition, % at 12.5 µM; 360,000 tested, 0.38% active;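 active = pattern-corrected inhibition above about 35%, with an unprinted fluorescence ratio check between 0.5 and 1.5, limit read from the data, passing the limit was not always enough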;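 also: 0% = enzyme with substrate and 100% = substrate without enzyme; some results filed as inactive read as strong as hits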
Target sequence (Q92905 whole entry, looked up, one chain of several): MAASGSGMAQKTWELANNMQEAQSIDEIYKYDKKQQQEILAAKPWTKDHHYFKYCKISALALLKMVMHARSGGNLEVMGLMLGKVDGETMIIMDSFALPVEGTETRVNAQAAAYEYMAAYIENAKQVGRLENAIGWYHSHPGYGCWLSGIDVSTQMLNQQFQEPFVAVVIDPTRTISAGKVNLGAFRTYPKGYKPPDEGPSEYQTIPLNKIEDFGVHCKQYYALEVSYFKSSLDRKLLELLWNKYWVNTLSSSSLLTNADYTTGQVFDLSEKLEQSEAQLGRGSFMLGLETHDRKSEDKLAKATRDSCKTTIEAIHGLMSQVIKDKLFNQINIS
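test system = HEK293T-derived human Csn5 enzyme | amount = 0.24 nM Csn5 enzyme, final concentration | medium = Tris/NaCl/DTT buffer, pH 7.5 | schedule = 90 min reaction at room temperature | signal = FP | evaluation = inhibition of Csn5 cleavage, % | compound dosing = single dose of 12.5 µM compound with 0.25% DMSO | probe or stimulus = 10 nM SCFSkp2-Nedd8OG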
Scp-1 inhibitor – Scp-1 phosphatase inhibitors, primary screen, biochemical, colorimetric, uHTS. 340,000 tested, 0.88% active. inhibition, % at 20 µM. Recombinant Scp1, phosphopeptide, malachite green phosphate absorbance. AID 493091, 2011;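 active = inhibition above about 50% at 20 µM, limit read from the data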;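 also: plate controls were DMSO wells with enzyme for no effect and wells lacking enzyme for full effect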
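System: truncated SCP-1 phosphatase (76-261aa); medium: Tris acetate buffer pH 5.5 with MgCl2 and Tween-20; incubation: 45 min room-temperature reaction, 5 min colour, 30 min stabiliser; compound: single 20 µM dose, 1% DMSO; reagent: Phosphorylated 17-residue peptide substrate; read-out: % inhibition at 20 µM; technique: colorimetric free-phosphate detection, absorbance 630 nm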
STEP inh – STEP phosphatase inhibitors, primary screen, biochemical, fluorescence intensity, uHTS; inhibition, % at 20 µM; 360,000 tested, 0.25% active; recombinant STEP, OMFP fluorogenic substrate; Tyrosine-protein phosphatase non-receptor type 5 (Homo sapiens), P54829;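 active = inhibition at 20 µM, scaled per plate between control wells, above about 37%, limit read from the data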;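 also: 0% = DMSO with enzyme and substrate and 100% = substrate only without enzyme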
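Assay system: isolated STEP enzyme / Timing: 20 min at room temperature, dark / Doses: 20 µM, 1% DMSO / Technique: fluorescence intensity, excitation 480 nm, emission 540 nm / Reagent: fluorogenic phosphatase substrate OMFP at 25 µM final / Measure: percent inhibition scaled to no-enzyme and uninhibited-enzyme controls, plate-pattern corrected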
DNMT1 block – human DNMT1 methyltransferase inhibitors, primary screen, biochemical, molecular beacon, fluorescence, HinP1I cleavage, uHTS. inhibition (reported as % activation of signal), % at 10 µM. 360,000 tested, 0.83% active. AID 588458, 2011. DNA (cytosine-5)-methyltransferase 1 (Homo sapiens), P26358; in the data active = inhibition above about 50%
LMPTP inh – LMPTP phosphatase inhibitors, primary screen, biochemical, fluorescence intensity, uHTS | recombinant LMPTP-A, OMFP fluorogenic substrate | inhibition, % at 20 µM | 360,000 tested, 0.22% active;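 active = compounds that cut the enzyme signal by at least half of the control window in the single-dose screen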;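 also: plate controls were DMSO wells with enzyme plus substrate for no effect and substrate without enzyme for full effect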
Target sequence (P24666 whole entry, looked up): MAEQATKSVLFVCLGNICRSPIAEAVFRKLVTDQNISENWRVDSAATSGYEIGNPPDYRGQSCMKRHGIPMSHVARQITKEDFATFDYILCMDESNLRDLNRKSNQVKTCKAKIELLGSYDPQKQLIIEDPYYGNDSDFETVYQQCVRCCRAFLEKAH
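Assay system: LMPTP-A phosphatase enzyme | Input: 0.625 nM enzyme | Also added: Fluorogenic phosphatase substrate OMFP at 400 µM final | Compound dosing: One test concentration per compound, 20 µM, with 3% DMSO overall | Schedule: 50 min enzyme reaction at room temperature, protected from light | Signal: Fluorescence intensity | Benchmarks: no-enzyme and uninhibited controls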
SUMO1 PPI mod – modulators of SUMO1 protein-protein interactions, primary screen, biochemical, uHTS | Small ubiquitin-related modifier 1 (Homo sapiens), P63165 | SUMO1 binding to a labelled peptide, TR-FRET, 1 h | inhibition, % at 20 µM | 360,000 tested, 0.33% active | AID 602429, 2012; in the data active = inhibition above about 37%
Target sequence (P63165 whole entry, looked up): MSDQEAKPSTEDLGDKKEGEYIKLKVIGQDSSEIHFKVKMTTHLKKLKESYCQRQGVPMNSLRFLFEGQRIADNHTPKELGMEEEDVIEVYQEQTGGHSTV
MsrA inh – bovine MsrA enzyme inhibitors, primary screen, biochemical, absorbance, HTS; purified bovine MsrA, absorbance read-out; inhibition, % at 15.5 µM; 360,000 tested, 0.75% active; Methionine sulfoxide reductase A (Bos taurus); in the data active = inhibition above about 4.5%;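 also: 0% = vehicle wells with enzyme and 100% = reference inhibitor wells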
NadD inh – inhibitors of S. aureus NadD, primary screen, biochemical, colorimetric, uHTS; inhibition, % at 20 µM; 360,000 tested, 0.78% active; Nicotinate-nucleotide adenylyltransferase NadD (Staphylococcus aureus N315); purified NadD enzyme, colorimetric absorbance read-out; in the data active = inhibition above about 26%; also: some compounds past the cut are filed as inactive
Active calls of the source: *; i = inactive; x = no result given.

SMILES	TbMetRS inhib	Rpn11 inh	CSN inh	Scp-1 inhibitor	STEP inh	DNMT1 block	LMPTP inh	SUMO1 PPI mod	MsrA inh	NadD inh
CCOC(=O)c1nnn(-c2nonc2N)c1CN1CCCCCC1	-0.8	i	0.3	-2.4	-2.2	1.1	-1.7	-0.1	0.7	-5.9
CCOC(=O)c1cc(CC)sc1NC(=O)c1ccc2c(c1)OCCO2	-0.3	i	-1.7	-12.1	1.6	-5.8	5.6	0.5	-1.0	-10.0
OC(c1ccccc1)(c1ccc(F)cc1)C(c1ccccc1)N1CCOCC1 (centres undefined)	-0.3	i	0.0	-2.2	2.2	-3.0	1.1	7.9	x	0.6
S=C(Nc1ccccn1)c1ccccn1	-0.9	i	5.8	-11.9	5.1	-1.9	-1.4	-18.6	2.2	-6.9
O=C1N(Cc2ccc(F)cc2Cl)c2ccccc2C12OCCCO2	0.1	i	0.9	-1.1	-5.1	-2.8	0.4	0.2	-0.1	-12.1
COc1ccc2cc(CN(C(=O)Nc3ccccc3)C3CCCC3)c(=O)[nH]c2c1	-0.4	i	3.6	-4.9	0.0	-4.5	0.7	0.5	0.7	10.2
Cc1c(/C=N\NC(=O)C2COc3ccc(C(C)(C)C)cc3O2)c2ccccc2n1C (centres undefined)	-0.4	i	-1.1	2.7	1.4	-18.4	2.8	-3.1	4.4	22.1
CCCCON1C(=O)c2cccc3cccc(c23)C1=O	-0.4	i	2.9	-6.5	0.8	1.4	-1.6	-23.6	1.3	0.2
CCOc1[nH]c(/N=C/c2ccco2)c(C#N)c1C#N	-1.1	i	-0.4	11.5	0.6	6.7	-1.8	9.3	2.0	11.7
CCCCCC1CC(CC(=O)Nc2ccc([N+](=O)[O-])cc2)C(=O)O1 (centres undefined)	2.3	i	-0.2	-4.7	3.7	2.7	1.4	-18.2	1.9	-2.5
NC1=C(Br)C(=O)c2ncccc2C1=O	0.4	i	15.5	2.2	5.3	63.3*	3.5	-23.1	0.7	2.9
Cc1ccc(/C(=N\S(=O)(=O)c2ccc(Br)cc2)Nc2ccccc2C)cc1	-0.3	i	3.4	-5.8	-2.8	0.7	2.7	-3.4	0.7	-3.5
Cc1cc(C(=O)CN2C(=O)NC(C)(c3cccc(Br)c3)C2=O)c(C)n1Cc1ccco1 (centres undefined)	-0.5	i	-4.9	-18.7	-0.6	-12.1	1.6	0.7	-0.2	0.6
Cc1cccc(NC(=O)Cn2c(/C=C/c3ccccc3)nc3ccccc32)c1	10.4*	i	0.1	2.5	-0.3	-9.9	4.3	1.1	2.0	9.4
Cc1cccc(C2NS(=O)(=O)N=C2N)c1 (centres undefined)	-0.7	i	6.3	-9.0	0.1	3.7	-3.0	2.9	1.4	-5.0
Cc1ccc(SC(c2ccc(C)cc2)C(Cn2cncn2)C(=O)c2ccccc2)cc1 (centres undefined)	-0.2	i	-1.7	8.9	5.8	1.3	1.1	-0.7	-0.9	8.9
COc1ccc(C)cc1NC(=O)c1ccc(NS(=O)(=O)c2c(C)noc2C)cc1	0.1	i	-3.6	-9.6	-1.6	-0.8	0.2	3.5	-0.3	-0.4
CN(CC(=O)Nc1ccc(Cl)cc1F)C1=NS(=O)(=O)c2ccccc21	0.0	i	-0.9	16.0	1.7	-1.8	0.1	2.6	-0.6	2.6
NC(=O)NC(CC(=O)OCC(=O)NC(=O)NCc1ccco1)c1ccc(Cl)cc1 (centres undefined)	-0.9	i	-1.4	3.0	3.9	-11.6	-0.1	-1.3	-0.2	-3.0
CC12CCC(C(=O)N(c3ccccc3Cl)C1=O)C2(C)C (centres undefined)	-0.1	i	1.2	-1.7	-2.5	1.3	0.7	4.8	0.3	1.0
O=C(N/N=C/c1ccco1)c1[nH]ncc1Br	-0.7	i	-0.2	x	-0.2	10.2	-1.3	-13.9	3.5	-4.5
CCCCN(C=O)c1c(CC)nc2ccc(C(=O)NCCOc3ccc(OC)cc3)cn12	-0.5	i	-4.5	x	-1.6	0.0	-0.3	0.8	0.2	4.8
CC(=O)NC12CC3CC(C1)CC(C(=O)OCC(=O)c1cc(C)n(C)c1C)(C3)C2	-0.3	i	-0.7	-2.7	2.4	51.1*	-0.5	0.0	-0.7	-3.0
O=S(Cc1ccc(Br)cc1)Cc1nnc(SCc2ccc(Cl)cc2)n1-c1ccccc1 (centres undefined)	0.1	i	-4.9	2.2	-1.7	-2.1	5.0	-1.2	-0.1	2.4
CCc1cc(=O)oc2cc(OCC(=O)NCCCn3ccnc3)ccc12	-0.9	i	-1.8	6.8	-2.3	0.8	1.2	-1.6	2.7	-1.1
SMILES	TbMetRS inhib	Rpn11 inh	CSN inh	Scp-1 inhibitor	STEP inh	DNMT1 block	LMPTP inh	SUMO1 PPI mod	MsrA inh	NadD inh
O=C(NNc1nc2cc3c(cc2s1)OCCO3)c1ccc(F)cc1	0.1	i	1.1	-10.1	1.0	-2.3	1.6	5.1	0.3	-5.9
COC(=O)CSc1cc(C(F)(F)F)nc(-c2ccccn2)n1	-0.4	i	-5.8	-8.3	-0.4	-0.3	-1.1	3.3	1.4	0.2
CN[C@H]1CCc2cc(OC)c(OC)c(OC)c2-c2ccc(OC)c(=O)cc21	-0.7	i	-5.4	-6.3	-5.9	4.1	-2.0	-12.1	2.4	-4.6
COc1ccc(OC)c(S(=O)(=O)NCC(c2ccco2)N2CCc3ccccc3C2)c1 (centres undefined)	-0.2	i	-6.4	-5.7	1.1	-0.9	1.5	-7.1	-0.1	0.1
COc1ccc(CCN2C(=O)c3[nH]nc(-c4ccccc4O)c3C2c2ccccc2)cc1OC (centres undefined)	-1.2	i	-2.6	-1.3	4.2	-7.1	1.7	2.4	0.0	6.9
CC(=O)Nc1ncnc2c1c(-c1ccc(Cl)cc1)nn2C(C)(C)C	-0.8	i	2.7	-3.0	0.6	30.8	-0.4	-1.4	-1.1	-7.6
O=C(CCc1nnc2ccc(N3CCOCC3)nn12)Nc1ccc(F)cc1F	-0.4	i	1.3	-4.0	-0.6	0.3	-1.3	-2.9	1.6	11.1
O=C(OCC(=O)N1CCOCC1)c1cccc(S(=O)(=O)N2CCCc3ccccc32)c1	-0.9	i	-4.2	-12.3	-2.8	0.6	1.5	-1.2	0.2	-8.2
CCC(=O)Nc1cccc(NC(=O)CN2CCN(c3ccccc3OC)CC2)c1	-1.8	i	4.3	2.6	-1.0	-3.5	-2.1	-1.9	x	-4.0
COc1cccc(CN(C)C(=O)CCN(c2ccccc2)S(=O)(=O)c2ccc(C)cc2)c1OC	-0.4	i	1.7	-13.1	2.9	-2.7	-6.6	-16.9	0.7	-2.6
CC1CN(C(=O)c2ccc(Cl)c(S(=O)(=O)NCc3ccco3)c2)CC(C)O1 (centres undefined)	-0.2	i	-1.7	-5.7	3.8	3.7	-1.7	14.9	1.8	0.6
COc1ccc(NCC(=O)N/N=C2\CCCC(C)C2)cc1 (centres undefined)	-0.3	i	-0.9	-5.1	-0.3	-16.9	3.9	-2.2	-0.6	2.6
COCC(C)NCC(=O)NC(C)CCc1ccccc1 (centres undefined)	-1.5	i	-7.0	-4.8	-3.2	1.9	-2.3	1.2	0.0	-4.5
O=S(=O)(Nc1ccc(-c2cn3ccsc3n2)cc1)c1ccc2c(c1)OCCO2	-0.8	i	-1.1	0.5	2.3	-10.0	-0.2	8.3	-0.4	6.4
O=C(C(=O)N1CCC(Cc2ccccc2)CC1)c1cccc(Br)c1	-1.2	x	0.7	x	x	x	2.2	-0.1	3.8	x
CC(C)n1nnnc1SCC(=O)Nc1cccc(F)c1	0.4	i	0.8	-6.4	1.7	-0.8	0.1	5.0	-0.2	0.3
Cc1ccc(Cn2ncc3c(N4CCN(CCc5ccccc5)CC4)ncnc32)cc1	0.1	i	-3.2	-5.1	-0.9	-2.3	-0.8	-0.2	0.4	-7.5
COc1ccc(CN2CCNC(=O)C2CC(=O)NCCCn2nnc3ccccc32)cc1C (centres undefined)	-0.1	i	-1.2	-2.2	-2.9	-1.7	-0.5	-2.7	-0.5	4.9
COc1ccc2c(c1)CCc1c(C(=O)Nc3c(C)nn(Cc4ccccc4)c3C)noc1-2	-0.9	i	2.6	-3.1	1.2	-8.4	3.2	-2.8	1.2	3.1
Cc1ccc(S(=O)(=O)NN=C(c2ccccc2)c2cccs2)cc1	-0.1	i	5.6	x	-4.8	-1.1	0.3	4.6	2.6	-6.5
CC(C)CC(=O)NC(Nc1ccc([N+](=O)[O-])cc1)C(Cl)(Cl)Cl (centres undefined)	0.1	i	5.8	-2.6	-0.6	7.3	-0.7	-10.2	0.2	-4.5
COc1ccc(NC(=O)COc2coc(CN3c4ccccc4CC3C)cc2=O)cc1 (centres undefined)	-0.1	i	-0.5	-4.2	-0.3	-2.4	1.4	0.9	0.3	0.5
COC(=O)c1ccc2c(=O)n(Cc3ccc(C(=O)NCCCN4CCC(C)CC4)cc3)c(=S)[nH]c2c1	-1.7	i	2.7	2.6	-0.6	2.0	11.4	14.7	-0.1	12.7
CCc1nnc(NC(=O)CCC(=O)N2CCN(S(=O)(=O)c3cc(Cl)ccc3OC)CC2)s1	-0.5	i	-2.0	-3.5	-2.8	1.9	-1.6	-2.4	0.2	3.5
O=C(CCCN1CCOC(c2ccccc2)C1)c1ccc(F)cc1 (centres undefined)	-0.8	i	-2.4	0.4	-2.7	-0.7	-0.9	-0.4	0.8	4.9
CCCS(=O)(=O)N1CCN(Cc2c[nH]c3ccccc23)CC1	2.0	i	-7.7	-4.5	-2.6	-12.7	-2.1	-2.7	1.1	-2.9

Structures listed above printed as active in TbMetRS inhib.
SMILES	TbMetRS inhib	Rpn11 inh	CSN inh	Scp-1 inhibitor	STEP inh	DNMT1 block	LMPTP inh	SUMO1 PPI mod	MsrA inh	NadD inh
Cc1cccc(NC(=O)Cn2c(/C=C/c3ccccc3)nc3ccccc32)c1	10.4*	i	0.1	2.5	-0.3	-9.9	4.3	1.1	2.0	9.4

Screening data deposited in PubChem by several laboratories.
